Screening results (PubChem)
FBW7 act: activators of human E3 ligase FBW7; Q969H0; AlphaScreen FBW7–phospho-cyclin E peptide binding, activator screen; normalized activity (activation), % at 26.1 µM; actives 0.13% (n = 650,000); in the data active = normalized activity above about 1.9%;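 note: purified mutant Fbw7 with reduced substrate affinity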
MITF primary: blocks human microphthalmia-associated transcription factor; O75030; AlphaScreen MITF homodimerization, bead proximity signal; inhibition, % at 2.6 µM; actives 0.91% (n = 650,000); AID 1259374; in the data active = inhibition above about 50%;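 note: 0% = vehicle wells with protein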
Target sequence (O75030 whole entry, looked up): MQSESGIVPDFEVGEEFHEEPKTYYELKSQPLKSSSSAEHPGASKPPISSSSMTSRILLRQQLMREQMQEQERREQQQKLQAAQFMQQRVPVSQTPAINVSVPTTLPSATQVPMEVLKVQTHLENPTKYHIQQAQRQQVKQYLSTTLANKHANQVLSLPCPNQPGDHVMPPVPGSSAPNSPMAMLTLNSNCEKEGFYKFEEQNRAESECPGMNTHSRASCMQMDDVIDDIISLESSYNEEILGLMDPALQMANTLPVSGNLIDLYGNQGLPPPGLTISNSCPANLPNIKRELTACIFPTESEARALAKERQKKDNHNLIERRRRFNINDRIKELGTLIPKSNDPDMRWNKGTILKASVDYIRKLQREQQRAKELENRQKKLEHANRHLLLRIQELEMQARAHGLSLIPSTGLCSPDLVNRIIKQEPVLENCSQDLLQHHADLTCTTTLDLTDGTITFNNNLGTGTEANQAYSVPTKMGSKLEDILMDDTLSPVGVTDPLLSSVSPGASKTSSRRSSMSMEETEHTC
GPR151 ag: human GPR151 activation; Q8TDV0; PathHunter beta-arrestin GPR151 cells, luminescence; activation, % at 11.2 µM; actives 1% (n = 650,000); in the data active = activation above about 4.9%;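 note: 0% = median of compound wells and 100% = cells with positive control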
Target sequence (Q8TDV0 whole entry, looked up): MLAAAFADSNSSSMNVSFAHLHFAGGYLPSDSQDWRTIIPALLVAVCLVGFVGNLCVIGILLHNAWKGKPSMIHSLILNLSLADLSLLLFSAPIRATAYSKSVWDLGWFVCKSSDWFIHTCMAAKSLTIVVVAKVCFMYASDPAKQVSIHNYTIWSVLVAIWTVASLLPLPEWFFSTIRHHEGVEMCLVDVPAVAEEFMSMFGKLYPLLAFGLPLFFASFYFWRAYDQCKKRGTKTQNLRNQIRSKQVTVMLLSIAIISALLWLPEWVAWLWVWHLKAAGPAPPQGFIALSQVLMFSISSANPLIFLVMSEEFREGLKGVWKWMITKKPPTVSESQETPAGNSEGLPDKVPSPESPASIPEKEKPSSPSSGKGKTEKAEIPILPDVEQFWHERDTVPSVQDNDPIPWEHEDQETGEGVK
TEAD-YAP inh: TEAD-YAP interaction inhibition; HEK-TIYL cells, TEAD-Gal4/YAP UAS-luciferase luminescence; inhibition, % at 9.12 µM; actives 1.4% (n = 640,000); AID 1259422; in the data active = inhibition above about 32%;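 note: 0% = median of test compound wells and 100% = reference inhibitor wells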
An asterisk follows results filed as active; . = not tested or not shown; & = joins results of further samples. Not all compounds are listed; count on the stated rates, not on these rows.

compound	FBW7 act	MITF primary	GPR151 ag	TEAD-YAP inh
O=c1oc2ccccc2c2c1C(c1ccncc1)c1c(c3ccccc3oc1=O)O2	0.1	-3	-0.8	-6
Fc1ccc2c(c1)nnn2C1CCN(Cc2ccccc2)CC1	-0.3	-6	0.2	-2
N=C1C(c2ccccc2)=C(O)CN1Cc1ccco1	0.2	9	-0.9	1
CC1CCCC(N2CCN(C(=O)COc3ccccc3)CC2)C1 (stereo not drawn)	-0.1	25	0.2	3
CC(O)CNc1ccc([N+](=O)[O-])c2ncccc12 (stereo not drawn)	-1.0	-9	-1.8	-8
COc1cc(C)c(CNCCc2c[nH]c3ccccc23)cc1C	0.1	31	0.2	18
CN1CCCCC1Cn1cc(C(=O)c2cc([N+](=O)[O-])ccc2I)c2ccccc21 (stereo not drawn)	.	9	-1.7	.
COc1ccc(NC(=S)NC(NC(=O)CF)C(Cl)(Cl)Cl)cc1 (stereo not drawn)	-0.1	-2	-0.5	18
O=C(Nc1ccc(Cl)cc1C(=O)c1ccccc1)c1ccncc1	-0.3	-4	1.3	2
Cc1c(C(=O)N2CCC3(CC2)OCCO3)sc2ncn(CC(=O)N3CC(C)CC(C)C3)c(=O)c12 (stereo not drawn)	-0.1	5	1.8	7
CSc1ccc(CN2CCN(Cc3ccccc3)CC2)cc1	-0.6	54*	1.4	5
CCOc1cc2c(cc1OCC)CNCC2	0.0	15	1.6	-1
CCNc1ccc2nonc2c1[N+](=O)[O-]	0.1	20	0.5	0
CC12CCC(=O)C=C1CCC1C2CCC2(C)C(O)CCC12 (stereo not drawn)	0.1	0	0.9	.
CCN1CCN(Cc2ccc(N(C)C)cc2)CC1	-0.1	1	0.4	10
N#Cc1c2c(c(O)[nH]c1=O)CN(Cc1ccccc1)CC2	0.0	11	0.8	3
C=CCN1C(=O)NC(=O)/C(=C/c2ccc(O)c(O)c2)C1=O	-0.1	41	-0.9	4
CC(c1ccccc1)n1cncc1C(=O)O (stereo not drawn)	-0.1	3	-1.9	-1
CCc1ccc(NC(=O)CN2CC(c3ccccc3)CC2=O)cc1 (stereo not drawn)	-0.1	7	3.4	-5
CN1C(=O)C(=Cc2ccc(O)cc2)C(=O)N(C)C1=O	-0.1	-1	-1.3	-1
CC(O)(CNC12CC3CC(CC(C3)C1)C2)c1ccc(Br)cc1 (stereo not drawn)	0.5	12	-1.1	-3
CN(C)C(=O)Oc1ccc2ccccc2c1Br	0.0	0	-1.1	7
CC1[C@H](C)OC(=O)CC(O)CC(O)CC(O)CCC(O)C(O)C[C@]2(O)CC(O)C(C(=O)O)C(CC(OC3O[C@H](C)[C@@H](O)[C@H](N)[C@@H]3O)/C=C/C=C/C=C/C=C/CC/C=C/C=C/[C@H](C)[C@H]1O)O2 (stereo partly drawn)	1.5&-0.1	5&-2	-0.6&2.3	-4&-11
CCN(CC)C1=NC(=[N+](CC)CC)c2ccccc21	1.0	22	0.1	74*
COc1ccc(CC(=O)N2CCN(Cc3nc(-c4ccco4)cs3)CC2)cc1OC	-0.7	5	0.7	1
NC(=O)CSP(=O)(c1ccccc1)c1ccccc1	-0.1	1	0.2	3
CN1C(C(=O)N2CCC3(CC2)OCCO3)=CC(c2ccco2)=NS1(=O)=O	0.3	7	0.9	-1
NC(=O)C1CCN(CC(=O)Nc2ccc(Cl)cc2C(=O)c2ccccc2)CC1	-0.1	-6	1.9	-17
Cc1cccc(OCC(O)CNC2CN3CCC2CC3)c1 (stereo not drawn)	-0.1	23	-0.3	5
CCOC(=O)C1C2NC(=S)N(c3cccc(Cl)c3)C1(C)Oc1c(Cl)cc(Cl)cc12 (stereo not drawn)	-0.4	-10	-0.8	55*
O=C1c2cccc([N+](=O)[O-])c2C(=O)N1CN1CC=C(c2ccccc2)CC1	-0.1	0	-0.6	1
COc1ccc(CC(=O)N2CCN(Cc3ccco3)C[C@@H]2C)cc1	0.0	-8	0.9	-12
CC(CCc1ccccc1)NC(C)C(O)c1ccc(O)cc1 (stereo not drawn)	0.0&0.5&-0.1	-6&11&-4	-2.0&-1.1&0.0	-5&0
CC1(C)C(C(=O)N2CCN(C(=O)c3ccccc3)CC2)C1(C)C	0.1	15	-0.6	4
COc1ccc(CN2CCCCC2c2cccnc2)cc1 (stereo not drawn)	0.0	-3	-0.3	-8
COc1ccc(OC)c(CNCCc2ccc([N+](=O)[O-])cc2)c1	0.2	35	-0.1	4
COc1ccc(-n2c(/C=C/c3ccccc3)nc3ccccc3c2=O)cc1	-0.1	-3	0.6	7
COC(=O)CC1(CC(=O)OC)C(=O)N(C)C(=O)N(C)C1=O	-0.1	-11	1.4	0
CCCCC1(CC)C(=O)NC(=O)NC1=O	0.0	16	-0.7	-6
CCn1c(O)c(C(c2ccccn2)c2c(O)n(CC)c(=S)[nH]c2=O)c(=O)[nH]c1=S	-0.3	54*	1.2	5
COc1ccc2c3c1O[C@H]1C(=O)CC[C@@]4(O)C(C2)N(CC2CC2)CCC314 (stereo partly drawn)	0.0	1	2.1	5
O=C(COc1ccccc1)N(O)C(C[N+](=O)[O-])c1ccccc1 (stereo not drawn)	-0.1	1	1.3	6
CC12CCCCC1=NC(c1ccccc1)N2O (stereo not drawn)	-0.1	1	1.5	-1
O=C1CC(=O)N(c2cccc(Br)c2)C(=O)N1	-0.1	-4	-0.7	3
CN1C(=O)NC(=O)/C(=C/c2ccc(Br)o2)C1=O	-0.4	71*	0.6	10
CC(C)(C)c1ccc(C(=O)Nc2ccc(Cl)cc2C(=O)c2ccccc2)cc1	-0.5	5	0.1	3
CCC(=O)N1c2ccc(C)cc2C2CN(C)CCC21 (stereo not drawn)	0.1	6	-0.5	2
Nc1ccc([N+](=O)[O-])cc1C(=O)c1ccc(Cl)cc1	-0.1	3	0.1	5
COc1ccc(CN2CCN(CC(C)C)C(CCO)C2)c(F)c1 (stereo not drawn)	0.1	-1	0.9	-3
Clc1ccc(COC(Cn2ccnc2)c2ccc(Cl)cc2Cl)c(Cl)c1 (stereo not drawn)	0.0&0.0&0.1	-5&6&-3	-1.8&-1.5&-0.6	-7

(more compounds)
compound	FBW7 act	MITF primary	GPR151 ag	TEAD-YAP inh
c1ccc2c(CCNC3CC4CCC3C4)c[nH]c2c1 (stereo not drawn)	0.3	45	-1.4	-1
CN1CCN(Cc2ccc(Cl)cc2)CC1	-0.3	39	-1.1	-1
O=C(CN1CCCCC1)Nc1ccc(Br)cc1C(=O)c1ccccc1	-0.1	-6	1.1	1
NC(=O)c1ccc(N2CCNCC2)c([N+](=O)[O-])c1	0.1	11	0.1	12
CCCOC(=O)COc1cc(C)cc2oc(=O)c3c(c12)CCC3	0.0	10	0.3	14
O=C(c1ccc2c(c1)OCCOCCOCCO2)N1CC2CC(C1)c1cccc(=O)n1C2 (stereo not drawn)	-0.1	0	1.4	5
COc1ccccc1N1CCN(Cc2c(F)cccc2F)CC1	0.0	-1	-1.8	-4
O=C(c1ccc(CS(=O)(=O)Cc2ccc(F)cc2)o1)N1CCC2(CC1)OCCO2	-0.1	-4	-0.3	-2
CC(=O)C1(c2ccccc2)CCN(C(=O)c2ncoc2-c2ccc(F)cc2)CC1	-0.4	-1	0.0	-3
CN1CCN(c2ccc([N+](=O)[O-])c(NC3CC3)c2)CC1	0.7	11	0.3	7

In the list so far, these contain a furan ring, fused or not:
compound	FBW7 act	MITF primary	GPR151 ag	TEAD-YAP inh
N=C1C(c2ccccc2)=C(O)CN1Cc1ccco1	0.2	9	-0.9	1
COc1ccc(CC(=O)N2CCN(Cc3nc(-c4ccco4)cs3)CC2)cc1OC	-0.7	5	0.7	1
CN1C(C(=O)N2CCC3(CC2)OCCO3)=CC(c2ccco2)=NS1(=O)=O	0.3	7	0.9	-1
COc1ccc(CC(=O)N2CCN(Cc3ccco3)C[C@@H]2C)cc1	0.0	-8	0.9	-12
CN1C(=O)NC(=O)/C(=C/c2ccc(Br)o2)C1=O	-0.4	71*	0.6	10
O=C(c1ccc(CS(=O)(=O)Cc2ccc(F)cc2)o1)N1CCC2(CC1)OCCO2	-0.1	-4	-0.3	-2

(further entries)
compound	FBW7 act	MITF primary	GPR151 ag	TEAD-YAP inh
CN1CCN(c2ccc([N+](=O)[O-])c(N3CCCC3)c2)CC1	-0.1	13	-1.0	15
CCOC(=O)C1=C(N)OC2=C(C(=O)CCC2)C12C(=O)Nc1ccccc12 (stereo not drawn)	-0.1	0	-0.6	-8
Cc1ccc(CNCCc2ccc3c(c2)OCO3)cc1	0.1	17	-1.1	2
N/C(=N\[N+](=O)[O-])NNC(=O)c1ccccc1	1.4	12	-0.1	11
COc1ccc(C(=O)OC2CC3CCC(C2)N3)cc1OC (stereo not drawn)	0.0	8	0.2	17
O=c1c2ccccc2nc(/C=C/c2ccccn2)n1-c1ccc(O)cc1	0.1	-39	0.3	13
Cc1ccsc1C(=O)C1CCCN(C2CCN(Cc3ccco3)CC2)C1 (stereo not drawn)	-0.1	-2	1.2	-5
Clc1cc(I)cc(Cl)c1NC1=NCCN1	-0.1	14	0.4	-3
c1ccc2c(c1)Oc1ccccc1O2	-0.1	-8	0.2	1
COc1ccc(C(=O)c2ccc(N3CCNCC3)c(F)c2)cc1Br	0.4	48	1.4	21
COc1ccccc1N1C(=O)NC(=O)C(CCc2ccncc2)(CCc2ccncc2)C1=O	-0.2	-1	0.6	0
COc1ccc(CN2CCN(c3ccc(F)cc3)CC2)cc1OC	-0.2	13	2.7	-7
N#CC(C#N)=NNc1c(Cl)cccc1Cl	0.1	11	1.4	6
O=[N+]([O-])c1cccc(CN2CCNCC2)c1	-0.1	9	-1.3	5
CCC1(C)CC(CCNCc2ccccc2)(c2ccc(C)cc2)CCO1 (stereo not drawn)	-0.1	-9	-0.1	-4
CSc1ccc(/C=C/c2nc3ccccc3c(=O)n2-c2cccc(Cl)c2C)cc1	-0.2	1	-0.6	7
COCc1c(C(=O)NCCc2ccccn2)c(=O)cc(C)n1CCCc1ccccc1	-0.1	-13	0.0	-2
O=[N+]([O-])c1cccc(CN2CCN(Cc3ccccc3)CC2)c1	0.0	36	-0.8	2
CCN1C(=O)C2(Cc3ccccc3N3CCCC32)C(=O)N(CC)C1=S (stereo not drawn)	0.4	2	1.0	-1
Cc1ccc(C2(O)CC3CCC(C2)N3CCCOc2ccccc2)cc1 (stereo not drawn)	0.3	-14	-0.2	0

In the list so far, 2 have a cyano group:
compound	FBW7 act	MITF primary	GPR151 ag	TEAD-YAP inh
N#Cc1c2c(c(O)[nH]c1=O)CN(Cc1ccccc1)CC2	0.0	11	0.8	3
N#CC(C#N)=NNc1c(Cl)cccc1Cl	0.1	11	1.4	6

Later entries
compound	FBW7 act	MITF primary	GPR151 ag	TEAD-YAP inh
COc1ccc(OCCOc2ccc(C=C3C(=O)NC(=O)NC3=O)cc2)cc1	-0.1	7	2.4	-13
COc1cccc(-n2c(CN3CCC(C)CC3)nc3ccc([N+](=O)[O-])cc3c2=O)c1	0.3	3	1.2	7
O=c1c2ccccc2nc(/C=C/c2ccc(Br)cc2)n1-c1ccc(O)cc1	0.0	4	1.3	-4
O=C1NC(=S)N(c2ccccc2)C(=O)/C1=C/c1ccco1	-0.7	66*	3.1	9
CN1CCC(N(C)c2ncnc3scc(-c4ccc(Br)cc4)c23)CC1	-0.2	0	1.4	-6
CCOC(=O)C(C(=O)OCC)c1ccccc1	-0.3	2	-0.4	4
O=c1c2ccccc2nc(/C=C/c2cccc3ccccc23)n1-c1ccc(Cl)cc1	-0.1	-12	0.3	0
ClC1C(Cl)C(Cl)C(Cl)C(Cl)C1Cl (stereo not drawn)	-0.1	12	1.3	-9
CCC1(C)CC2(CCO1)CNCCN2 (stereo not drawn)	0.3	0	-1.0	2
CN1C2CCC1CC(OC(c1ccc(F)cc1)c1ccc(F)cc1)C2 (stereo not drawn)	0.0	16	-0.6	.
Fc1ccccc1N1CCN(Cc2ccc3c(c2)OCCO3)CC1	0.0	11	2.4	3
Clc1ccccc1N1CCN(Cc2ccc3c(c2)OCO3)CC1	-0.2	8	0.1	0
COc1cc(N2C(=O)CC(=O)NC2=O)cc(OC)c1OC	0.0	20	1.9	-4
O=c1c2ccccc2nc(CN2CCOCC2)n1-c1ccccc1	0.0	1	-0.7	5
O=[N+]([O-])c1ccc(NCCO)c2cccnc12	0.1	12	0.0	-1
NNC(N)=O	0.1	0	-2.1	-4
CCCCN=Cc1c(O)[nH]c(=S)[nH]c1=O	0.2	16	0.5	8
Cc1nc2ccc(I)cc2c(=O)n1-c1ccc(F)cc1	-0.1	12	1.0	-1
CCOC(=O)c1c(C)n(C2CCCCC2)c2cc(Br)c(O)cc12	-0.2	-6	0.4	-11
Fc1cccc(CN2CCN(Cc3ccc(Cl)cc3)CC2)c1	-0.1	70*	-0.4	2
CCN1CCN(Cc2c(C)noc2C)CC1	-0.2	83*	-0.6	1
COc1ccc(Cl)cc1CN1CCN(c2c(Cc3ccc(Cl)cc3)c(C)c(C#N)c3nc4ccccc4n23)CC1	0.0	-2	-0.1	-6
COc1ccc(/C=C/C=C2C(=O)N(C)C(=O)N(C)C2=O)cc1	-0.2	8	-0.3	-13
COc1cc(CNCCc2ccc3c(c2)OCO3)c([N+](=O)[O-])cc1OC	0.1	12	-0.4	-15
O=C(Nc1ccc(Br)cc1C(=O)c1ccccc1Cl)c1ccc(Br)cc1	0.0	11	-0.3	-4
